Tb PYK inh: qHTS of Trypanosoma Brucei Inhibitors | TbPYK enzyme, Kinase-Glo Plus ATP luminescence, 45 min | actives 0.12% (n = 410,000) | Potency, µM (series often up to 76.8 µM), for the others: at the top dose activity, negative = inhibition, actives largely listed as inhibitors | AID 624173, 2012; also: potency is read from the fitted curve at half-maximal effect; nearly all actives have a fitted effect of over 50% in size
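Activity of T. brucei pyruvate kinase was followed by Kinase-Glo Plus luminescence after the enzyme reacted 45 min at room temperature with 130 uM ADP (final) and substrate. Test compounds were added before ADP at multiple concentrations.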
AMA1-RON2 inh: qHTS for Inhibitors of AMA1-RON; Towards Development of Antimalarial Drug Lead: Primary Screen. Plasmodium falciparum AMA1 (3D7) - RON2 peptide interaction. actives 0.2% (n = 360,000). Potency, µM (highest dose often 58.2 µM), for the others: top-dose activity change, negative = inhibition, actives largely listed as inhibitors. AlphaScreen AMA1-biotinylated RON2 peptide binding;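 also: potency is read from the fitted curve at half-maximal effect; 0% = vehicle wells and -100% = peptide control; nearly all actives have a fitted effect of over 45% in size; some results filed as inactive show a strong effect at the top dose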
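AMA1 (3D7) with his tag at 25 nM final met compounds first, then biotinylated RON2 peptide at 25 nM; detection used donor plus acceptor beads, 10 µg/mL apiece, read by AlphaScreen after 30 min at room temperature.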
AmpC inh no detg: qHTS Inhibitors of AmpC Beta-Lactamase (assay without detergent). Potency, µM (series often up to 57.1 µM), inactives show top-dose activity change, negative = inhibition, actives largely listed as inhibitors. AID 485341, 2010. AmpC nitrocefin hydrolysis, absorbance 480 nm, 0.0001% Triton. actives 0.52% (n = 330,000). P00811;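 also: potency is read from the fitted curve at half-maximal effect; plate controls were no compound for no effect and no enzyme for full effect; nearly all actives have a fitted effect of over 20% in size; some results filed as inactive show a strong effect at the top dose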
Target sequence (P00811 whole entry, looked up): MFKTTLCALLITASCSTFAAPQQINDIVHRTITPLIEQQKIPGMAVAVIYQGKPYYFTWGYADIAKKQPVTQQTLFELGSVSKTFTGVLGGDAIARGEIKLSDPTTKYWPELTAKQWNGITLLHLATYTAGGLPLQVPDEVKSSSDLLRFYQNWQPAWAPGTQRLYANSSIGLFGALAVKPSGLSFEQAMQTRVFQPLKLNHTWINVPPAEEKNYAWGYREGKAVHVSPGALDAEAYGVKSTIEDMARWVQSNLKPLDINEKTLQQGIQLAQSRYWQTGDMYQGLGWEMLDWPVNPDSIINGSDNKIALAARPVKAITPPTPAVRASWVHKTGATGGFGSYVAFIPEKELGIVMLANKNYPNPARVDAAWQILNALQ
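20 mM phosphate pH 7.0 + 0.01% (detergent screen) or 0.0001% Triton X-100; 5.3 nM AmpC reagent; cpd preinc 15 min RT; nitrocefin (800 uM stock) to start; A480 q20 s × 4 min; Activity was normalised to no-enzyme and no-compound control wells.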
LmPK inh: qHTS Assay for Inhibitors of Leishmania Mexicana Pyruvate Kinase (LmPK). Q27686. purified LmPK, Kinase-Glo ATP luminescence, 1 h. Potency, µM (top dose mostly 57.5 µM), for inactives: at the top dose activity change, negative = inhibition, most hits filed as inhibitors. actives 0.37% (n = 290,000). AID 1721, 2009; also: potency is read from the fitted curve at half-maximal effect
Target sequence (Q27686 whole entry, looked up): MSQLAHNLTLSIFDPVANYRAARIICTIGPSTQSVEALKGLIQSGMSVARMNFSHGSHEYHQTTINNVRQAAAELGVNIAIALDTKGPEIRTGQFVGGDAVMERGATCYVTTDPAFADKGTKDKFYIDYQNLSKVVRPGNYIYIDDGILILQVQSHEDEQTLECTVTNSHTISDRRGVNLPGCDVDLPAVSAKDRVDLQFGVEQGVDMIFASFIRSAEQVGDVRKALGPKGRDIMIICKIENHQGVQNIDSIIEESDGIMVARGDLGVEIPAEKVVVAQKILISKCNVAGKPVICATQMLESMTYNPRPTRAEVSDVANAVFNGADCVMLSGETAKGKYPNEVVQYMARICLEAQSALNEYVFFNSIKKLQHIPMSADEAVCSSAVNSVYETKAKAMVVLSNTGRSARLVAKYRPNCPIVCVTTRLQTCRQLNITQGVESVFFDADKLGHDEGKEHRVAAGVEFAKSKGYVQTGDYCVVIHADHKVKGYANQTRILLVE
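ATP generated from ADP (0.1 mM) and PEP (0.5 mM) by 0.1 nM LmPK over 1 h at room temperature (pH 7.2 imidazole buffer) was detected by coupled luciferase luminescence. Values were normalized to uninhibited and no-enzyme wells.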
HCMV antiviral: qHTS Assay for inhibitors of the human cytomegalovirus (HCMV); HFF cells, HCMV-luciferase reporter, 72 h; active compounds read low; activity change, negative = inhibition, % at 57.5 µM; actives 4.5% (n = 410,000); AID 1259415, 2018; in the data active = activity change below about -60%; inconclusive = no clear call, values can overlap the other calls; inactive = above about -39%
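Compounds were evaluated in HFFs infected with an HCMV luciferase reporter virus (MOI 1 PFU/cell). Luciferase in lysates collected 72 h post infection served as the replication measure.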
AmpC inh detg: qHTS Inhibitors of AmpC Beta-Lactamase (assay with detergent). P00811. AmpC hydrolysis of nitrocefin, absorbance 480 nm, 0.01% Triton. Potency, µM (top dose mostly 114 µM), without a hit: at the highest dose activity change, negative = inhibition, most hits filed as inhibitors. actives 0.041% (n = 370,000). AID 485294, 2010;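 also: potency is read from the fitted curve at half-maximal effect; 0% = no-compound wells and -100% = no-enzyme wells; nearly all actives have a fitted effect of over 25% in size; some results filed as inactive show a strong effect at the top dose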
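AmpC (5.3 nM in the dispensed reagent) in 20 mM phosphate pH 7.0 with 0.01% (detergent screen) or 0.0001% Triton X-100 was preincubated with compounds for 15 min at room temperature. Nitrocefin was then added from an 800 uM solution, and hydrolysis was followed at 480 nm.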
Sm TGR block: qHTS Assay for the Inhibitors of Schistosoma Mansoni Peroxiredoxins | Schistosoma mansoni thioredoxin glutathione reductase (TGR), Q962Y6 | purified TGR, DTNB reduction, TNB absorbance 405 nm | Potency, µM (top dose mostly 114 µM), inactives show at the top dose activity change, negative = inhibition, usual class: inhibitors | actives 3% (n = 360,000); also: potency is read from the fitted curve at half-maximal effect; nearly all actives have a fitted effect of over 60% in size
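TGR 20 nM + NADPH 100 uM (dispensed conc.), cpd preinc 15 min RT; start with NADPH (500 uM addition) then DTNB (15 mM addition). Kinetic TNB absorbance, 405 nm filter. Four-parameter Hill fit across titration.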
* marks the source's active call; other numbers are inactive results; ? = inconclusive; . = not tested or not shown; [ ] = another dose, or the depositor's remark. Unless noted, calls follow the shape of the dose curve; as a rule, active = well fitted curve in the direction sought with a large enough effect; inconclusive = small, poorly fitted or top-dose-only effect, or another doubt; inactive = no such curve, though single readings can be large; an effect the other way counts as inactive or inconclusive. Unless noted, % is scaled to controls: 0 for no effect and ±100 for the full control effect.

Sample of the layout (4 entries):
nr	compound	Tb PYK inh	AMA1-RON2 inh	AmpC inh no detg	LmPK inh
1	CCOC(=O)N1CCC(NC(=O)CCCC(=O)O)CC1	-9.3%	-3.9%	-15.0%	0.8%
2	Cc1noc(C)c1CN1C(=O)c2cccc([N+](=O)[O-])c2C1=O	4.5%	5.4%	-12.7%	-7.5%
3	CCOC(=O)c1ccc(NC(=O)CSc2nnnn2CCCO)cc1	7.2%	-3.4%	-15.3%	-0.2%
4	Cc1cccc(C(=O)Nc2cccc(C(=O)Nc3cc(C)ccn3)c2)c1	0.3%	-7.9%	-24.7%	-3.0%

nr	HCMV antiviral	AmpC inh detg	Sm TGR block
1	12.9	1.1%	1.4%
2	-34.5	1.4%	?
3	-4.6	-14.8%	2.9%
4	.	1.3%	6.9%

Main list (from the top)
nr	compound	Tb PYK inh	AMA1-RON2 inh	AmpC inh no detg	LmPK inh
1	CCOC(=O)N1CCC(NC(=O)CCCC(=O)O)CC1	-9.3%	-3.9%	-15.0%	0.8%
2	Cc1noc(C)c1CN1C(=O)c2cccc([N+](=O)[O-])c2C1=O	4.5%	5.4%	-12.7%	-7.5%
3	CCOC(=O)c1ccc(NC(=O)CSc2nnnn2CCCO)cc1	7.2%	-3.4%	-15.3%	-0.2%
4	Cc1cccc(C(=O)Nc2cccc(C(=O)Nc3cc(C)ccn3)c2)c1	0.3%	-7.9%	-24.7%	-3.0%
5	Cc1oc(-c2ccccc2F)nc1CN1CCC(C(=O)NC2CC2)CC1	.	-21.2%	-11.1%	6.3%
6	NC(=S)N=Nc1ccc(O)cc1	-13.5%	7.1%	.	.
7	CC(=O)O[C@@H](C[C@@H](C)C1=C2C[C@H](O)C3[C@@]4(C)CCC(=O)C(C)(C)C4CC[C@]3(C)[C@@]2(C)CC1)[C@H]1OC1(C)C (stereo not given in full)	-1.5%	-1.8%	.	.
8	COc1ccc(NC(=O)CN(C)C(=O)c2ccc(COc3ccccc3)o2)cc1	-2.1%	3.1%	-2.3%	.
9	Cc1cccc(CN2C(=O)c3ccccc3Sc3ccc(C(=O)NCc4ccco4)cc32)c1	5.5%	.	.	.
10	Cc1ccc(S(=O)(=O)N2CCOCCOCCOCCOCCOCC2)cc1	4.7%	-7.0%	16.6%	4.6%
11	OCCNc1nc(-c2ccccc2)c2cc(Br)ccc2n1	14.1%	0.6%	55.4%	1.0%
12	Cc1cc(C(=O)N2CCCC2)n[nH]1	9.8%	21.5%	-0.8%	-1.5%

nr	HCMV antiviral	AmpC inh detg	Sm TGR block
1	12.9	1.1%	1.4%
2	-34.5	1.4%	?
3	-4.6	-14.8%	2.9%
4	.	1.3%	6.9%
5	17.3	-13.5%	0.3%
6	-25.4	.	.
7	-30.6	.	.
8	13.8	0.0%	-1.6%
9	-73.0*	9.9%	-21.0%
10	12.6	5.6%	6.9%
11	-7.1	?	-8.1%
12	-19.6	-0.2%	-2.8%

nr	compound	Tb PYK inh	AMA1-RON2 inh	AmpC inh no detg	LmPK inh
13	O=C(NCCO)C(=O)NCC(c1ccc2c(c1)OCO2)N1CCOCC1 (stereo not given)	0.7%	.	.	.
14	COc1cc(OC)c(C(=O)NNC(=O)c2ccccc2-n2cccc2)cc1OC	-3.0%	64.7%[activator]	82.3%[activator]	.
15	CC1CCCN(C(=O)CCCn2c(=S)[nH]c3ccccc3c2=O)C1 (stereo not given)	-10.3%	18.0%	-24.7%	2.6%
16	COc1cc(C(=O)ON=C2C=C(C)C(=O)C(C)=C2)cc(OC)c1OC	-5.3%	-1.9%	-18.5%	1.1%
17	O=C(C[n+]1cc(Br)cc(Br)c1)c1cccc([N+](=O)[O-])c1	7.0%	1.4%	12.0%	-9.3%
18	COc1ccc(NC(=S)NCc2cccs2)cc1	6.4%	7.2%	-12.0%	0.1%
19	COc1nc(NCC2CCCO2)nc(N2CC3CC(C2)c2cccc(=O)n2C3)n1 (stereo not given)	3.3%	-3.5%	4.6%	1.7%
20	O=C1[C@H](Cc2ccccc2)NCC=CC[C@@H](c2ccc(Cl)cc2)N1Cc1ccccc1	-2.2%	3.8%	.	.
21	CCCn1c(=O)n(C)c(=O)c2c(SCC(=O)Nc3cc(C)on3)nc(C(C)(C)C)nc21	-6.5%	-11.3%	-11.0%	.
22	CN(C)c1nc(N(C)C)nc(N2CCCCC2)n1	.	-4.4%	-15.1%	1.1%
23	Cc1cc(SCC(=O)N2CCC(c3noc4ccc(F)cc34)CC2)nc2ccccc12	7.3%	1.9%	-8.6%	0.7%
24	Cc1ccc(NC(=O)Cn2c(=O)n(CCCCCC(=O)NCc3ccc(F)cc3)c(=O)c3sccc32)cc1C	5.0%	.	.	.

nr	HCMV antiviral	AmpC inh detg	Sm TGR block
13	24.1	0.3%	-1.9%
14	-25.6	.	.
15	-8.9	-7.2%	-13.8%
16	-62.1*	?	-4.2%
17	5.4	3.8%	10µM*
18	1.5	2.7%	.
19	-15.3	1.3%	-2.4%
20	-24.4	.	.
21	-2.8	1.2%	5.5%
22	5.6	-8.8%	6.6%
23	24.8	5.6%	1.5%
24	2.8	2.0%	-4.2%

nr	compound	Tb PYK inh	AMA1-RON2 inh	AmpC inh no detg	LmPK inh
25	O=C(NNC(=S)Nc1ccccc1C(F)(F)F)c1cccnc1	-4.3%	12.3%	-16.9%[2.29 µM]	0.4%
26	Cc1cccc(-c2nc(CN3CCCC(C(=O)NC4CCCCCC4)C3)c(C)o2)c1 (stereo not given)	-1.3%	-12.2%	239.0%[activator]	5.9%
27	O=C(c1ccc(Br)cc1)c1cc([N+](=O)[O-])ccc1N1CCCCC1	-7.8%	-28.5%	-10.0%	0.4%
28	CCNC(=O)c1cc2c(c(-c3cccc(-c4cncnc4)c3)n1)[C@H](CCO)N(C(C)=O)C2	1.6%	2.6%	.	.
29	COc1ccc(/C(C)=C2/SC(=S)N(CCC(=O)O)C2=O)cc1	-15.8%	-14.3%	-21.4%	-2.6%
30	O=C(O)c1cccc(Nc2nc(-c3cc4ccccc4oc3=O)cs2)c1	11.1%	38.6%[activator]	-40.6%	0.0%
31	CC(=O)Nc1cnc(-c2cccc(C(=O)N3CCOCC3)c2)cn1	-0.4%	-8.3%	.	.
32	Cc1nc2sc(C(=O)Nc3ccccc3Cc3ccccc3)c(C)c2c(=O)[nH]1	-1.2%	-2.4%	6.3%	-4.7%
33	CN(C)C(CNC(=O)c1ccc(C(F)(F)F)cc1)c1ccco1 (stereo not given)	-7.3%	34.1%[activator]	11.1%	-7.1%
34	CC(C)[C@H](N)c1nnc(SCc2ccc(Cl)cc2)o1	-0.4%	2.4%	11.6%	-0.9%
35	CC(C)C[C@H](NC(=O)CCCn1nnc2ccccc2c1=O)C(=O)O	-4.4%	1.9%	-6.2%	-0.7%
36	Cc1ccc(NC(=O)Nc2nnc(-c3ccccc3F)s2)cc1	4.0%	5.5%	-15.0%	1.6%

nr	HCMV antiviral	AmpC inh detg	Sm TGR block
25	0.0	3.8%	1.6%
26	27.3	?	9.8%
27	-91.1*	-12.0%	17.0%
28	33.1	.	.
29	6.1	?	-5.2%
30	-38.1	2.3%	-25.0%
31	-29.3	.	.
32	-25.8	-1.1%	4.2%
33	32.5	-8.7%	-14.0%
34	26.7	?	-34.3%
35	?	-4.7%	12.5%
36	41.8	-9.7%	13.5%

nr	compound	Tb PYK inh	AMA1-RON2 inh	AmpC inh no detg	LmPK inh
37	Cn1c(O)c(C(=O)c2ccccc2F)c(=O)n(C)c1=O	-1.1%	-5.0%	-1.1%	-4.4%
38	O=C(Nc1cccc(F)c1)c1ccc(S(=O)(=O)N2CCCCC2)cc1	5.8%	15.8%	-41.7%	-7.7%
39	CC(C)(C)n1ncc2c(=O)n(Cc3cc(F)c(Cl)cc3Cl)cnc21	2.7%	.	-6.5%	.
40	Cc1nc2sc3c(c2c(=O)n1NC(=O)CCBr)CCCC3	-15.8%	103.6%[activator]	-10.2%	1.8%
41	Cc1ccc(Cc2cnc(NC(=O)C3=NCCN3)s2)cc1	.	.	-14.1%	0.5%
42	CCOC(=O)c1ccccc1NC(=O)CSc1ccc(-c2sc(-c3ccccc3)nc2C)nn1	-2.7%	.	.	.
43	Cc1ccsc1C(=O)NC1CCCCC1C (stereo not given)	0.3%	-3.2%	-7.3%	.
44	CC(=O)c1[nH]c(C)c(C(=O)NCc2ccc(Cl)cc2)c1C	2.5%	.	.	.
45	COc1ccc(C(=O)Nc2ccccc2N2CCOCC2)cc1Br	0.7%	-13.9%	1.7%	-0.2%
46	O=C(CSc1nnc(-c2ccncc2)o1)NC1CCCCC1	-7.4%	-0.6%	-1.2%	2.2%
47	CCC(C)Nc1nc(-c2cccc(OC)c2O)nc2ccccc12 (stereo not given)	-0.7%	5.3%	-19.1%	4.5%
48	Cc1noc(C)c1NC(=O)N(C)C[C@@H]1Oc2ccc(NS(=O)(=O)c3c(C)noc3C)cc2C(=O)N([C@H](C)CO)C[C@H]1C	-2.1%	2.6%	-24.8%	.
49	CCOC(=O)c1c(NC(=O)COc2cccc3c2CCN(CC)C3=O)sc2c1CCC2	-3.7%	-2.7%	-57.3%	1.0%
50	O=C(CN1CCN(S(=O)(=O)c2ccc(Br)cc2)CC1)Nc1ccc2c(c1)OCO2	-1.8%	-12.9%	9.1%	0.4%
51	O=C(Nc1cccc([N+](=O)[O-])c1)c1ccc2snnc2c1	8.9%	0.4%	-12.5%	-1.1%

nr	HCMV antiviral	AmpC inh detg	Sm TGR block
37	5.0	1.8%	-18.7%
38	-36.3	-2.9%	-7.1%
39	-16.3	.	.
40	-18.9	0.9%	39.8µM*
41	-2.8	3.8%	17.1%
42	15.6	-2.7%	-3.7%
43	?	-2.5%	-1.5%
44	-93.6*	-7.7%	-6.4%
45	7.6	1.2%	5.9%
46	34.8	4.3%	22.7%
47	55.1	?	-11.5%
48	-36.1	.	.
49	-80.0*	3.3%	-10.5%
50	24.7	-13.2%	-13.9%
51	?	-6.8%	-3.5%

Screening data (PubChem BioAssay)
